Screening results (PubChem)
TDP2 absorb = blocks human TDP2 phosphodiesterase activity. O95551. recombinant TDP2, T5PNP hydrolysis, p-nitrophenol absorbance 415 nm. inhibition, % at 12.8 µM. hit rate 0.34% among 370,000;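 active means inhibition above the mean of all tested compounds plus 3 SD, set per campaign, cut at about 25% in these data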;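 further: 0% = DMSO with enzyme and 100% = buffer with substrate but no TDP2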
Target sequence (O95551 whole entry, looked up): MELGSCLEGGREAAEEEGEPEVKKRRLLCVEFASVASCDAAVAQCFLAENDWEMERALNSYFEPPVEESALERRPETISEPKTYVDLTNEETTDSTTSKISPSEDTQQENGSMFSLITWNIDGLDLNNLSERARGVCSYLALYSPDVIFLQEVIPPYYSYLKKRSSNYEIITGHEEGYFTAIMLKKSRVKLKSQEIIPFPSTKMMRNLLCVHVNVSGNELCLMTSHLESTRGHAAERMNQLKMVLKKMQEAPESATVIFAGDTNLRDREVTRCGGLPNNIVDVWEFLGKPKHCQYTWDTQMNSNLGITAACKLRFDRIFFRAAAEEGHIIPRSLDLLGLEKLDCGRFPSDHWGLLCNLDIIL
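Material: recombinant human TDP2; quantity: TDP2 enzyme at 120 nM final; medium: Tris-HCl pH 7.5 with MgCl2; compound: single concentration, 12.8 µM nominal, with 1% DMSO; incubation: 2 h enzyme incubation at 37 °C; signal: epi absorbance; measure: percent inhibition; benchmarks: high control without enzyme, low control DMSO plus TDP2; repeats: singlicate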
LEDGF integ inh = blocks HIV-1 LEDGF/p75-dependent DNA integration; AID 743269; inhibition, % at 3.7 µM; hit rate 0.64% among 370,000; TR-FRET IN-LEDGF/p75 DNA integration, Eu/Cy5;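 active means inhibition above the screen-wide mean plus 3 SD, cut at about 13% in these data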;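 further: signal is the Cy5 over europium emission ratio at 671 and 618 nm; 0% = plate median of compound wells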
ASAP1 inh = blocks human ASAP1-stimulated Arf1 GTP hydrolysis | GDP FP detection | inhibition, % at 16.5 µM | hit rate 0.19% among 360,000 | AID 624377; in the data active means inhibition above about 25%;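 further: 0% = vehicle with enzyme and substrate and 100% = no enzyme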
Target sequence (Q9ULH1 325-724 limits assumed): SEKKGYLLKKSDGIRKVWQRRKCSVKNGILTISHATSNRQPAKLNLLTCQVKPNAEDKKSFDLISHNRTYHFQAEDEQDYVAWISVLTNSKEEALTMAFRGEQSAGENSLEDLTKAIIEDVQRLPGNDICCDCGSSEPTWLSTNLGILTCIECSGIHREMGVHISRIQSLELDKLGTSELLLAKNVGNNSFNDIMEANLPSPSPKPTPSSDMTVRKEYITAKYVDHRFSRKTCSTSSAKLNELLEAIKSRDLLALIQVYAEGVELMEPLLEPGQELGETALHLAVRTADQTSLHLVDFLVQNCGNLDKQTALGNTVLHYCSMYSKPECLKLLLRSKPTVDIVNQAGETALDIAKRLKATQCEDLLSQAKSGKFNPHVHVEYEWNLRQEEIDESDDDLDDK
PLC-gamma1 inh = inhibitors of human phospholipase C gamma1. purified PLC-gamma1, fluorogenic substrate, fluorescence. inhibition, % at 12.2 µM. AID 720700. hit rate 0.84% among 370,000. P19174; in the data active means inhibition above about 9.5%
DDE Tn7 FP inh = inhibitors of Tn7 peptide binding to human fibrin DD(E) | inhibition, % at 8.3 µM | FP displacement of FITC-Tn7 peptide from fibrin DD(E); 0% = median of compound wells per plate | P02675 | hit rate 0.13% among 370,000;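 active means inhibition above the mean of compounds falling within the control limits plus 3 SD of them, cut at about 14% in these data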;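 further: 0% = plate median of compound wells and 100% = 10 µM Aha-Tn7 peptide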
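Assay system: Human clot-derived fibrin DD(E) complex | Buffer or medium: Tris/NaCl/CaCl2 buffer, pH 7.8 | Repeats: One replicate per compound | Benchmarks: Aha-Tn7 high control | Measure: % inhibition scaled between sample-field median and high-control FP | Schedule: 10 min plus 3 h, room temperature | Signal: Fluorescence polarization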
Tn6 DDE FP = inhibitors of Tn6 peptide binding to human fibrin DD(E); Fibrin DD(E) TRITC-Tn6 fluorescence polarization displacement; P02675; hit rate 0.21% among 370,000; inhibition, % at 8.3 µM;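 active means inhibition above a per-campaign cutoff: mean of compounds within control limits plus 3 SD, cut at about 15% in these data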;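 further: 0% = median of all compound wells on the plate and 100% = blocking peptide control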
ADAM10 inh = ADAM10 inhibition, QFRET primary screen; O14672; recombinant ADAM10, EDANS/DABCYL FRET peptide cleavage, 3 h; inhibition, % at 7 µM; hit rate 0.62% among 370,000; AID 720582;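 active means inhibition above a per-campaign cutoff equal to the mean of compounds falling between control-based bounds plus 3 SD, cut at about 20% in these data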;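 further: 0% = DMSO wells while the 100% control is not disclosed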
ARFGAP1 inh = inhibitors of rat ARFGAP1 | AID 651572 | Arfgap1-stimulated ARF1 GTP hydrolysis, GDP FP detection | inhibition, % at 16.5 µM | Q62848 | hit rate 0.26% among 360,000;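 active means inhibition above a per-plate limit, mean inhibition of low control wells plus 3 SD, cut at about 25% in these data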;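 further: 0% = DMSO wells with enzyme and 100% = wells lacking Arfgap1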
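material = rat Arfgap1 catalytic domain, aa 1-136 | also added = human ARF1(Δ1-17)-GTP substrate | compound dosing = one concentration, 16.5 µM, DMSO 1.26% | times = GTP hydrolysis reaction 2 h at 25 °C | measured by = FP, GDP Alexa 633 tracer displaced from anti-GDP antibody, 620/688 nm | evaluation = percent inhibition of Arfgap1-stimulated GTP hydrolysis | replication = single well per compound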
proKLK7 act = proKLK7 (human) activation, primary screen | AID 652039 | hit rate 0.9% among 370,000 | purified proKLK7, EDANS-DABCYL substrate fluorescence; 100% is mature enzyme control, 0% vehicle | P49862 | activation, % at 7 µM;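 active means activation above the mean of all tested compounds plus 3 SD, computed per campaign excluding outliers beyond control limits, cut at about 13% in these data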
Target sequence (P49862 whole entry, looked up): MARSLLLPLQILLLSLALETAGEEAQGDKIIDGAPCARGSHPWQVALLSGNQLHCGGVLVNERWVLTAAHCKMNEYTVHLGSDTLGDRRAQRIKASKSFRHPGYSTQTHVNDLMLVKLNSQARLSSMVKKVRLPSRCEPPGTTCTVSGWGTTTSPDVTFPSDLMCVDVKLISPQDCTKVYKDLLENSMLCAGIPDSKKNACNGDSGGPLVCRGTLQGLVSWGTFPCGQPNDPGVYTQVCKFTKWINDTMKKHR
ADAM17 inh = inhibits human ADAM17; P78536; recombinant ADAM17, EDANS/DABCYL FRET peptide cleavage; inhibition, % at 6.95 µM; hit rate 0.83% among 370,000; AID 720648;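 active means inhibition above the mean of compounds lying between control limits plus 3 SD, set per campaign, cut at about 8.5% in these data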;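 further: 0% = DMSO-only wells as the low control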
* = called active by the depositor; i = inactive.

structure	LEDGF integ inh	PLC-gamma1 inh	ARFGAP1 inh	ASAP1 inh	TDP2 absorb	DDE Tn7 FP inh	ADAM10 inh	Tn6 DDE FP	ADAM17 inh	proKLK7 act
O=C(N/N=C/c1ccccn1)c1cc(-c2ccc(Cl)cc2)nc2ccccc12	-1	-7	-1	-3	-5	5	6	3	2	-0.6
COc1ccc(Br)cc1C(=O)Nc1ccc(Cc2ccncc2)cc1	-1	2	2	11	-6	6	10	1	4	-0.5
Cc1ccc(OC(=O)c2cccc([N+](=O)[O-])c2)c(-n2nc3ccccc3n2)c1	5	3	-2	4	-5	-1	-5	-2	1	0.7
O=C(NCc1ccc2c(c1)OCO2)c1cccc2c1C(=O)N(C1CCCCC1)C2	-2	3	-8	-5	-4	-7	-8	4	2	-1.0
CCCCSc1nn[nH]n1	0	3	4	-16	4	2	-2	-5	0	-0.6
C[C@H](NC(=O)Cn1cncn1)c1ccccc1	0	1	4	-3	-10	0	4	4	-2	-0.6
COC(=O)c1ccc2nc(-c3cccc(N)c3)cn2c1	-3	-4	6	1	-5	0	-9	5	-1	-0.1
COC(=O)c1ccccc1NC(=O)c1ccc(COc2ccc(C)c(C)c2)o1	-1	3	7	9	-14	-7	0	3	2	-0.1
COc1ccc(C(=O)/C=C/c2ccsc2)cc1CSCC(=O)O	2	0	-4	2	-3	1	1	1	-2	-0.7
CC(C)C[C@H]1CN(CCCC[C@@H]2CNC(=O)C(=O)N2CCc2ccccc2)C(=O)C(=O)N1CCc1ccc(O)cc1	0	2	1	-1	-4	-3	-1	3	1	0.0
COc1ccc(NS(=O)(=O)c2ccc(C(=O)N3CCN(c4ccc(F)cc4)CC3)cc2)cc1	-2	2	-2	-5	9	-8	3	-8	0	0.1
C=C(C)Cn1c2ccc(NC(=O)NCCc3ccccc3)cc2c(=O)n1C	-1	-498	-5	-1	-3	-1	i	2	i	27*
Cn1c(-c2ccccc2)c(C#Cc2ccc(N)cc2)c2ccccc21	0	-211	0	4	-8	-2	-107	3	-38	-2.6
CCCC(O)(c1ccc(Cl)cc1)C(CN1CCOCC1)c1ccccc1 (stereo unspecified)	4	11*	0	-6	-4	-3	1	-4	4	-0.4
O=C(C[C@@H]1CC[C@@H]2[C@H](COC[C@@H](O)CN2Cc2cc(F)ccc2F)O1)NCc1ccc(F)cc1	-5	-1	2	10	10	-3	-12	-5	-5	-0.2

Carrying on.
structure	LEDGF integ inh	PLC-gamma1 inh	ARFGAP1 inh	ASAP1 inh	TDP2 absorb	DDE Tn7 FP inh	ADAM10 inh	Tn6 DDE FP	ADAM17 inh	proKLK7 act
CCCCC[n+]1ccn(C2=C([O-])c3ccccc3C(=O)/C2=N\S(=O)(=O)c2ccc(Cl)cc2)c1	-1	4	0	10	-1	-2	-11	-3	-2	0.1
O=C(CC12CC3CC(CC(C3)C1)C2)NC1CC1	2	2	10	-3	-7	-6	-3	5	2	0.4
O=C(COC(=O)c1ccc(Br)cc1)Nc1cccnc1Cl	-4	3	6	-9	13	7	-5	-10	-9	-0.5
CNC(=O)C(C)c1ncc(C(F)(F)F)cc1Cl (stereo unspecified)	1	7	6	-1	-14	3	3	-1	-1	-0.3
CCC(C)[C@H](NC(=O)Nc1cccc(OC)c1)C(=O)OC (stereo partly specified)	3	5	-14	8	-11	-7	6	5	1	0.1
COc1ccc(NC(=O)CS(=O)c2ccccc2Cl)cc1 (stereo unspecified)	1	-1	-2	-5	9	3	-4	-1	-3	-0.6
O=C(C1=C(O)C(=O)N(Cc2cccnc2)C1c1cccc(Oc2ccccc2)c1)c1ccco1 (stereo unspecified)	1	-4	-15	-15	6	11	6	6	2	0.1
CC(C)C(=O)N/N=C/c1ccc(OCc2ccccc2)cc1	1	2	5	10	-10	2	2	2	0	-0.7
CC(=O)C1=C(O)CC(C)(C)CC1=NCc1nc2ccccc2[nH]1	1	3	9	-10	4	-8	-2	-2	1	-0.3
CC(NC(=O)COC(=O)Cc1ccc(Cl)cc1)c1ccccc1 (stereo unspecified)	-5	-1	-8	0	-2	2	-11	4	0	-0.6
Cc1ccc(CNC(=S)N(C)C)cc1	-3	0	-12	2	-1	5	4	2	-4	0.4
O=C(Nc1cccc2ccccc12)N1CCCN(c2c(Cl)cncc2Cl)CC1	0	-5	0	-9	4	-5	-24	1	-8	0.1
O=C(Nc1ccc(F)cc1)c1cc(S(=O)(=O)N2CCCCC2)cs1	-1	0	0	-7	10	11	5	7	-2	0.6
CCOC(=O)/C(N=Nc1cc(C(=O)O)cc(C(=O)O)c1)=C(\O)CCl	-6	3	-1	3	10	11	-3	0	-4	1.0
CCOc1ccc(C(C)=O)cc1COC(=O)c1cc([N+](=O)[O-])ccc1N1CCOCC1	1	4	7	9	-4	0	9	-5	0	0.3

(further entries)
structure	LEDGF integ inh	PLC-gamma1 inh	ARFGAP1 inh	ASAP1 inh	TDP2 absorb	DDE Tn7 FP inh	ADAM10 inh	Tn6 DDE FP	ADAM17 inh	proKLK7 act
CCn1c(SCC(=O)NC2CCCCC2)nc2ccccc2c1=O	-1	-2	-11	6	13	6	1	-2	-6	0.3
CCOC(=O)N1CCN(C(=O)C(NC(=O)c2ccco2)C(C)C)CC1 (stereo unspecified)	-4	2	-8	1	1	7	-4	-6	-3	-0.2
CCOC(=O)N1[C@@H]2C=C(C)[C@@H]2[C@@H]2[C@@H](C)C(=O)N21	1	3	-7	-6	3	-3	1	-4	0	-0.3
CCCOc1ccc(N)cc1N	38*	-4	17	11	29*	2	-1	-7	0	0.4
O=C(COC(=O)c1cccc(Cl)c1Cl)NC1CCCC1	2	0	-2	5	-4	2	-1	1	-2	-0.1
O=C(NNC(=S)Nc1ccccc1)C1CCCCC1	1	0	3	7	5	2	2	0	2	0.4
COC(=O)c1ccccc1NC(=O)c1cn(-c2ccc(C)c(C)c2)c(=O)c2ccccc12	5	1	4	-5	-3	-1	0	2	-1	-0.3
Cc1ccc(-c2nc(SCC(=O)Nc3cc(S(=O)(=O)N4CCCCC4)ccc3Cl)n[nH]2)cc1	0	5	8	6	-9	-6	19	0	14*	0.3
CN1CCC(=NNC(=O)C(=O)Nc2ccc(F)cc2)CC1	-2	-1	9	-3	-8	-8	7	2	-1	-0.7
Nc1ccccc1C(=O)N/N=C1/C2CN3CCN(C2)CC1(Cc1ccccc1)C3	-4	-44	-1	-1	0	8	-61	-4	-25	2.6
CCOC(=O)C1=C(C)OC(N)=C(C#N)C1c1ccc(OC)c(CSc2ccccn2)c1 (stereo unspecified)	4	-30	-8	12	-17	6	-14	-3	-7	-0.4
CC(C)C[C@@H](CSc1ccccc1)N1CCN(CCc2ccccc2)CCC1=O	1	5	9	8	-11	-2	15	-8	4	0.1
COc1ccc(CNC(=O)Nc2cccs2)cc1OC	1	-5	-8	7	11	1	1	-8	-1	0.0
C/C=C/C=C/C(=O)[C@@H]1[C@@H]([C@]2(C)OC(=O)C(C)=C2O)[C@H]2/C(=C(O)/C=C/C=C/C)C(=O)[C@]1(C)C(=O)C2(C)O (stereo partly specified)	45*	-13	-13	9	9	-1	-11	-11	-2	0.5
Cc1ccc(NCc2cccnc2)c(Br)c1	-1	3	4	14	-2	-3	-11	-6	-3	0.2

Sorted by the number under ADAM17 inh (high to low): 3 of the compounds above.
structure	LEDGF integ inh	PLC-gamma1 inh	ARFGAP1 inh	ASAP1 inh	TDP2 absorb	DDE Tn7 FP inh	ADAM10 inh	Tn6 DDE FP	ADAM17 inh	proKLK7 act
CCCOc1ccc(N)cc1N	38*	-4	17	11	29*	2	-1	-7	0	0.4
COc1ccc(CNC(=O)Nc2cccs2)cc1OC	1	-5	-8	7	11	1	1	-8	-1	0.0
Nc1ccccc1C(=O)N/N=C1/C2CN3CCN(C2)CC1(Cc1ccccc1)C3	-4	-44	-1	-1	0	8	-61	-4	-25	2.6

TDP2 absorb, hit marks shown above.
structure	LEDGF integ inh	PLC-gamma1 inh	ARFGAP1 inh	ASAP1 inh	TDP2 absorb	DDE Tn7 FP inh	ADAM10 inh	Tn6 DDE FP	ADAM17 inh	proKLK7 act
CCCOc1ccc(N)cc1N	38*	-4	17	11	29*	2	-1	-7	0	0.4

Later entries
structure	LEDGF integ inh	PLC-gamma1 inh	ARFGAP1 inh	ASAP1 inh	TDP2 absorb	DDE Tn7 FP inh	ADAM10 inh	Tn6 DDE FP	ADAM17 inh	proKLK7 act
CCCC1(C(=O)OCC)NC(c2cc(OC)c(OC)c(OC)c2)C2C(=O)N(CC)C(=O)C21 (stereo unspecified)	3	1	-5	1	-3	-7	-3	2	-2	-0.3
CCN(CC)c1cc(C(F)(F)F)nc(-c2ccccn2)n1	0	-7	-16	-5	-1	1	-6	-2	-4	0.3
CC(OC(=O)c1cnc2ccccc2n1)c1ccccc1Cl (stereo unspecified)	-3	-2	0	5	1	-1	-2	5	1	-0.1
Cc1ccc(S(=O)(=O)C(CCC(=O)c2ccc(Cl)cc2)C(N)=O)cc1 (stereo unspecified)	1	2	-7	4	-3	-1	-3	3	0	0.4
Cc1nnc(C)n1/N=C/c1ccc2c(c1)OCCO2	1	-1	-9	0	6	0	-5	2	-1	0.0
CCOc1ccc(C(C)=O)cc1N1C(=O)C2C(C1=O)C1C=CC2C12CC2 (stereo unspecified)	-1	1	3	-5	3	3	-6	-5	-6	-0.5
CCCCOc1cccc(OCCCC)c1C(=O)Nc1cc(C)on1	4	2	-4	-7	8	2	5	0	1	-0.3
CCOc1ccccc1CNC(=O)c1cn(C)c(=O)c2c1c1ccccc1n2C	-6	-2	5	-3	22	2	-2	3	1	0.2
CN(C)c1ccnc2sc3c(NCC(O)CO)ncnc3c12 (stereo unspecified)	2	-37	5	9	1	-5	-104	7	-24	-0.1
COc1ccc(-c2coc3c(C(=O)NCCc4ccccc4)cccc23)c(C)c1	1	7	4	-1	-1	-5	17	0	6	0.4
O=C(Oc1ccccc1)c1cccnc1Oc1ccccc1	-3	-1	-1	-4	14	9	3	0	2	1.2
O=C(CSc1nnc(CNC(=O)c2ccco2)o1)Nc1ccc(F)cc1F	0	-1	14	-2	1	0	-3	2	-2	0.6
O=C(NCc1ccccc1Cl)[C@H]1CCCN1C(=O)[C@H]1CCCN1C(=O)c1ccccc1	-3	0	0	-6	-2	0	-11	0	-4	0.6
CCOC(=O)c1c(C)nn(-c2ccc(NC(=O)c3cccs3)cc2)c1C	4	-2	-8	4	20	0	11	-2	0	-0.1
CCCCOc1cccc(C(=O)Nc2ccccc2N2CCCC2)c1	3	-5	-2	0	0	-8	5	3	0	0.3
CCn1nc(C(=O)OCC(=O)NCC(C)C)c2ccccc2c1=O	-2	0	-2	-7	15	0	-7	-4	-5	0.2
Cc1cccn2c(=O)c3cc(C(=O)NC4CCCCC4)c(=N)n(CCN4CCOCC4)c3nc12	6	-56	2	-9	-8	-5	-383	7	-139	8.4
